ELG1 repair inh = inhibitors of ELG1-dependent DNA repair in HEK293T cells; 330,000 compounds, 2.3% hits; HEK293T ELG1-luciferase reporter, luminescence, 16 h; DNA damage induced by 5-fluorouridine; Potency, µM (doses to about 46.1 µM), for inactives: at the highest dose activity change, negative = inhibition, usual class: inhibitors; note: potency is the fitted concentration of half-maximal effect; % is set by controls: 0 for no effect and ±100 for the full control effect; nearly all actives have a fitted effect of over 55% in size
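Cells (2,000 per well) received 5-fluorouridine plus test compound or DMSO and were incubated 16 hr at 37 °C, 5% CO2. Luciferase activity was read by luminescence 30 min after ONE-Glo addition; signal suppression marked inhibition of damage-induced ELG1 function.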
MLL CXXC-DNA inh = blocks binding of human MLL CXXC domain to DNA. MLL-CXXC / FITC-HOXA9 DNA fluorescence polarization. Potency, µM (series often up to 115 µM), for the others: at the highest dose activity change, negative = inhibition, actives largely listed as inhibitors. 290,000 compounds, 0.037% hits; active = well fitted inhibition curve with a large enough effect in the polarisation, with a control signal flat, not every such curve was filed as active; inconclusive = small, poorly fitted or top-dose-only effect, or effect the other way, or a change in a side signal; inactive = no such curve, though single readings can be large or run the other way; the % refers to the polarisation; note: potency is the fitted concentration of half-maximal effect
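Fluorescence polarization: 7 uM MLL-CXXC (stock) preincubated 5 min with compounds, then 50 nM fluorescein-HOX-A9 DNA (stock) added; 30 min ambient. Buffer 50 mM Tris-HCl pH 7.5, 50 mM NaCl, 1 mM DTT, 0.05% BSA.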
BRCA1 expr up = BRCA1 expression activation | MCF7-BRCA1-FFLuc reporter, luminescence, 48 h; response scale: scaled: vehicle 0%, 10 µM genistein 100% | Potency, µM (titrated, usually from 46.1 µM), inactives show at the highest dose activation, actives largely listed as activators | 380,000 compounds, 1.1% hits | AID 624202; note: potency is the fitted concentration of half-maximal effect; nearly all actives have a fitted effect of over 80% in size; some results filed as inactive show a strong effect at the top dose
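MCF7-BRCA1-FFLuc, 2000 cells/well; 2 h attach, 37 °C/5% CO2; compound 48 h; luciferase substrate 15 min; luminescence end-point. Norm. to genistein 10 microM max activation and DMSO; concentration-response curves fitted.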
p53 reactivator = re-activators of mutant p53. H1299 p53-A138V BP100-luciferase reporter, luminescence, 24 h. AID 504706. 320,000 compounds, 0.063% hits. Potency, µM (titrated, usually from 92.2 µM), for the others: at the top dose activity change, positive = activation, usual class: activators; note: potency is the fitted concentration of half-maximal effect; % of control where 0% means no effect; nearly all actives have a fitted effect of over 45% in size
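H1299 (p53-null), stable ts p53-A138V + BP100-Luc; 1000 cells/well, Opti-MEM/10% FBS; cpd 4 pt, 1:5; 24 h, 37 deg C, 5% CO2; detection reagent 10 min RT; luminescence.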
TRPV1 agonist = human TRPV1 agonism; Q8NER1; TRPV1-expressing cells, Fluo-8 calcium influx, agonist mode; activation, % at 8.33 µM; 320,000 compounds, 0.19% hits; AID 540275; in the data active = activation above about 80%; inconclusive = between about 30% and that limit; note: 0% is about no effect
Target sequence (Q8NER1 whole entry, looked up): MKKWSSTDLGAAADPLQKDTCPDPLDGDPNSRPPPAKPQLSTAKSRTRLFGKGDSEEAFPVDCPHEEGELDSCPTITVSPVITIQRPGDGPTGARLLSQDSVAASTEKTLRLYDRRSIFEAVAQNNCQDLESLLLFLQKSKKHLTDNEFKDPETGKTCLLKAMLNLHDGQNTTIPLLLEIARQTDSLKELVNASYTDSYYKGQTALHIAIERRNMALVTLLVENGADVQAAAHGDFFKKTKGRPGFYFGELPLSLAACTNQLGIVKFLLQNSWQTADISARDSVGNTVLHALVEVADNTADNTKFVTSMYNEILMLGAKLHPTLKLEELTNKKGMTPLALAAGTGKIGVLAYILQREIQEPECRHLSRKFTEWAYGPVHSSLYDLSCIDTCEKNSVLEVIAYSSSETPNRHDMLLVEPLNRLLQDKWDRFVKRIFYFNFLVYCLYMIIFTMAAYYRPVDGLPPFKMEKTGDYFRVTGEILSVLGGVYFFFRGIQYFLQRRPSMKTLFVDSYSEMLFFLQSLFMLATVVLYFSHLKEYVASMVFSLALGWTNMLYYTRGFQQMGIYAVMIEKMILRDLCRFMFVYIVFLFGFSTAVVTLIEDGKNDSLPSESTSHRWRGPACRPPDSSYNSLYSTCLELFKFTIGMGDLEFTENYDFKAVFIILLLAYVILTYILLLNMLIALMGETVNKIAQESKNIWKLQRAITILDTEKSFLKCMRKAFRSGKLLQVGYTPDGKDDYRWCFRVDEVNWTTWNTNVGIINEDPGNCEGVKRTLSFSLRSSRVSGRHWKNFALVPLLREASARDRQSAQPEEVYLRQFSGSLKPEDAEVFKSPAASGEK
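Fluo-8 calcium influx in TRPV1-expressing cells, kinetic read (ex 480/em 520 nm). Compound added and read 3 min for agonist activity, followed by capsaicin at EC20 final and 2 min further read for enhancement.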
TCR activator = activators of T cell receptors; primary human leukocytes, anti-CD3, IL-2 HTRF, 48 h; Potency, µM (titrated, usually from 9.22 µM), for inactives: top-dose activation of IL-2 secretion, hits mostly activators; 330,000 tested, under 10 active; note: % of control where 0% means no effect
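IL-2 produced over 48 hr by a-CD3 bead-stimulated primary human leukocytes exposed to compounds was detected with a homogeneous time-resolved FRET immunoassay, 665nm acceptor signal after 320nm excitation.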
a7 integrin act = activates integrin-mediated alleviation for muscular dystrophy; alpha7betagal myoblasts, beta-gal FDG fluorescence, 48 h; Potency, µM (titrated, usually from 38.3 µM), for the others: top-dose activation, hits mostly activators; 350,000 compounds, 0.064% hits;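 note: potency is the fitted concentration of half-maximal effect; 100% = response of the positive control SU9516; nearly all actives have a fitted effect of over 60% in size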
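alpha7betagal+/- myoblasts (passage 13, 250/well) treated 48 h at 37C with compounds at 1:260 dilution of DMSO stock. Lysed, then beta-galactosidase activity read as FDG fluorescence (ex 480/em 540) after 30 min, with pre-read for autofluorescence.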
AT treatment = potential ataxia-telangiectasia treatment; […] A-T fibroblasts, KAP-1 phosphorylation AlphaLISA; neocarzinostatin DNA damage 30 min before lysis; Potency, µM (titrated, usually from 57.5 µM), for the others: top-dose activation, actives largely listed as activators; 320,000 compounds, 0.19% hits; note: potency is the fitted concentration of half-maximal effect; % of control where 0% means no effect; nearly all actives have a fitted effect of over 45% in size
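hTERT-immortalized A-T patient fibroblasts ([…]), 500 cells/well in OPTI-MEM, 1% FBS, got compounds for 60 min, then NCS for 30 min at 37C. Lysates were then assayed for phospho-KAP-1 by AlphaLISA (anti-pKAP1 donor, anti-KAP1 acceptor beads), 6 hr at 25C.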
B2AR arrestin = agonists driving beta-arrestin recruitment to human beta2-adrenergic receptor | P07550 | beta-arrestin recruitment to beta2AR, cell-based reporter | Potency, µM (titrated, usually from 46.1 µM), for inactives: at the highest dose activation, actives largely listed as activators | 330,000 compounds, 0.02% hits | AID 492947;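 note: potency is the fitted concentration of half-maximal effect; 0% = DMSO controls and full agonism = EC100 isoproterenol or metaproterenol; nearly all actives have a fitted effect of over 65% in size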
TSG101-PTAP inh = blocks PTAP/TSG101 interaction to inhibit HIV-1 budding. Q99816. Fluorescence polarization, FITC-PTAP peptide / Tsg101 binding. Potency, µM (highest dose often 115 µM), for inactives: at the top dose activity change, negative = inhibition, most hits filed as inhibitors. 340,000 tested, under 10 active; active = well fitted inhibition curve with a large enough effect in the main read-out, with a control signal flat, not every such curve was filed as active; inconclusive = small, poorly fitted or top-dose-only effect, or effect the other way, or a change in a side signal; inactive = no such curve, though single readings can be large or run the other way; note: potency is the fitted concentration of half-maximal effect; % of control where 0% means no effect
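Fluorescence polarization binding of Tsg101 binding domain (10 uM final) to FITC-labeled PTAP peptide (50 nM final) in HEPES pH 7.5 buffer with NaCl, Tween 20, EDTA, TCEP. Compounds added before peptide; binding 20 min at RT.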
An asterisk follows results filed as active; u = inconclusive; x = not tested or not shown; [ ] = another dose, or the depositor's remark. Unless noted, calls come from the whole dose curve; as a rule, active = well fitted curve in the direction sought with a large enough effect; inconclusive = small, poorly fitted or top-dose-only effect, or another doubt; inactive = no such curve, though single readings can be large; an effect the other way counts as inactive or inconclusive.

Below each compound – ELG1 repair inh, MLL CXXC-DNA inh, BRCA1 expr up, p53 reactivator, TRPV1 agonist, TCR activator, a7 integrin act, AT treatment, B2AR arrestin, TSG101-PTAP inh
> CCOC(=O)C1CCN(c2cc(=O)n(-c3ccccc3Cl)c(=O)[nH]2)CC1
  6%, 1%, -14%, 6%, 1, 4%[46.1 µM], 7%, 0%, -0.2%, 2%
> COc1ccc2c(c1)-c1nc(N)sc1CC2
  -5%, 9%, 6%, -5%, -3, -6%, -12%, 2%, -0.1%, -3%
> CC1CC(=O)Nc2ccccc2N1C(=O)Nc1ccccc1 (stereo unspecified)
  -4%, -14%, 3%, -2%, x, 1%, 0%, 1%, 0.2%, 0%
> S=c1[nH]c2ccccc2n2c(=S)[nH]nc12
  -5%, -10%, 2%, -2%, 3, 48%, 24%, -1%, -0.2%, -11%
> CCOC(=O)N1CCC(NS(=O)(=O)c2cc3c(cc2Br)CCN3C(=O)CC)CC1
  x, x, 5%, x, x, -8%, -17%, x, x, -2%
> Cc1cc2c(ccc3c2no[n+]3[O-])nn1
  -1%, 1%, -3%, 15%, 0, 2%, -45%[inhibitor], 5%, 0.6%, -4%
> CC1CCN(C(=O)Cn2cc(SCC(=O)NCC3CCCO3)c3ccccc32)CC1 (stereo unspecified)
  4%, -2%, -12%, -1%, -2, 5%, 8%, 0%, -0.8%, -2%
> CC1CC(CC(C)C(=O)Nc2nncs2)C(=O)O1 (stereo unspecified)
  13%, -7%, 7%, -3%, -8, 1%, -17%, x, -0.5%, -7%
> COc1ccc(C)cc1S(=O)(=O)N(C)CC(=O)N1CCC(C)CC1
  5%, -7%, -1%, 5%, 12, -5%[46.1 µM], 4%, -4%, -0.4%, -6%
> O=C(Cn1cnc2ccccc2c1=O)N1CCc2ccccc2C1
  14%, 7%, -3%, 2%, -2, 4%, -11%, 7%, -0.6%, -3%
> C=CCn1c(SCC(=O)Nc2ccccc2C)nnc1-c1ccncc1
  1%, 5%, 5%, -2%, 0, -4%, 11%, -1%, 0.0%, 2%
> Cc1cc(Nc2ccccc2)nc(N)n1
  23%, 10%, -1%, -3%, -2, 7%, 12%, 5%, 0.0%, -6%
> Cc1cccc(C(=O)O)c1[N+](=O)[O-]
  14%, x, 11%, -3%, 1, 10%, x, 1%, 0.4%, 2%
> COc1ccc(-n2c3c(cc(C(=O)NCc4ccco4)c2=O)C(=O)CC(C)(C)C3)cc1
  4%, 2%, -23%, 1%, 1, -2%, -14%, 2%, -1.1%, -3%
> CC(=O)Cc1nsc(NC(=O)c2ccc(COc3ccccc3Cl)o2)n1
  -19%, 21%, 7%, 0%, 0, -7%, 5%, 4%, 0.6%, -5%
> O=C1c2ccccc2-c2n[nH]c(=O)c3ccc(N4CCCCC4)c1c23
  u, u, -55%, -5%, 15, 6%, -32%, -6%, -0.3%, -2%
> Cc1ccc(Nc2nc(C(=O)N3CCC(C(=O)NCCN4CCOCC4)CC3)cs2)cc1
  u, -5%, -1%, 13%, 1, 5%, 6%, 14%, -0.7%, 2%
> CC1(OC(=O)c2cccs2)C(=O)C=C2C=C(C3CC3)OC=C2C1=O (stereo unspecified)
  x, x, -6%, x, x, 0%, 26%, x, x, -7%
> Cc1cccc(CC(=O)NCCN2CCCCC2)c1
  u, -6%, 20%, 3%, -3, x, -19%, 6%, -1.8%, -5%
> O=C(O)CCC(=O)c1ccc2sc3ccccc3c2c1
  x, x, 72%, x, x, -31%, -2%, x, x, -3%

Structural class, the compounds so far with a Cl atom
Below each compound – ELG1 repair inh, MLL CXXC-DNA inh, BRCA1 expr up, p53 reactivator, TRPV1 agonist, TCR activator, a7 integrin act, AT treatment, B2AR arrestin, TSG101-PTAP inh
> CCOC(=O)C1CCN(c2cc(=O)n(-c3ccccc3Cl)c(=O)[nH]2)CC1
  6%, 1%, -14%, 6%, 1, 4%[46.1 µM], 7%, 0%, -0.2%, 2%
> CC(=O)Cc1nsc(NC(=O)c2ccc(COc3ccccc3Cl)o2)n1
  -19%, 21%, 7%, 0%, 0, -7%, 5%, 4%, 0.6%, -5%

Returning to the listing, starting three compounds before the break.
Below each compound – ELG1 repair inh, MLL CXXC-DNA inh, BRCA1 expr up, p53 reactivator, TRPV1 agonist, TCR activator, a7 integrin act, AT treatment, B2AR arrestin, TSG101-PTAP inh
> CC1(OC(=O)c2cccs2)C(=O)C=C2C=C(C3CC3)OC=C2C1=O (stereo unspecified)
  x, x, -6%, x, x, 0%, 26%, x, x, -7%
> Cc1cccc(CC(=O)NCCN2CCCCC2)c1
  u, -6%, 20%, 3%, -3, x, -19%, 6%, -1.8%, -5%
> O=C(O)CCC(=O)c1ccc2sc3ccccc3c2c1
  x, x, 72%, x, x, -31%, -2%, x, x, -3%
> O=C(N/N=C/c1ccccc1)c1[nH]ncc1Br
  u, -4%, u, 1%, 1, 4%, -10%, 8%, 0.4%, -1%
> O=C(NCC(=O)N1CCCCCCC1)c1ccc(Br)o1
  u, x, 55%, 6%, 2, -3%, -19%, 0%, 0.2%, 0%
> O=C(Cc1ccccc1F)NC1CCSc2ccccc21 (stereo unspecified)
  15%, -4%, -2%, 3%, 4, 2%, 0%, 6%, -1.0%, -1%
> COCc1cc(CN2CCN(CCc3ccccc3)C(CCO)C2)ccc1OC (stereo unspecified)
  -10%, -3%, -5%, x, 1, 1%, -28%, 3%, 0.1%, -1%
> C=CCN(c1ccccc1)S(=O)(=O)c1cccc(C(=O)Nc2ccncc2)c1
  u, x, -43%, -2%, -3, -3%, -3%, 0%, -0.4%, 5%
> COc1cc(NC(=O)c2ccc(Br)o2)c(C(=O)O)cc1OC
  9%, 6%, -24%, 11%, -1, -7%, 7%, -4%, -0.6%, -2%
> Cc1c(C(=O)Nc2ccccc2[N+](=O)[O-])csc1-c1ccccc1
  u, 6%, -32%, u, -2, 6%[46.1 µM], -17%, -3%, -0.1%, -4%
> CN(C)S(=O)(=O)c1ccc(NC(=O)CN2CCCC2c2ccc3c(c2)OCCCO3)cc1 (stereo unspecified)
  u, x, -23%, -3%, 16, -5%, -24%, 8%, -0.1%, -1%
> FC(F)(F)c1nc(NCc2ccccc2)c2nnn(Cc3ccccc3)c2n1
  11%, 17%, -11%, 2%, -9, -6%, u, 3%, -0.3%, 1%
> CCCCCOc1ccc(NC(=O)C(=O)NCCCn2ccnc2)cc1
  u, 18%, -64%, -1%, -4, -3%, -14%, 0%, 0.2%, -1%
> COc1ccc(/C=N/NC(=O)C(=O)N2CCCCCC2)cc1
  u, 4%, -5%, -2%, -2, 5%, 1%, 2%, 0.0%, -3%
> Cc1ccc(C)c(Nc2ncnc(N)c2[N+](=O)[O-])c1
  22%, 19%, -13%, -8%, 2, 6%[46.1 µM], -10%, 4%, -0.5%, 1%
> CC(=O)Oc1ccc(C(=O)Nc2nccs2)cc1
  u, -3%, 11µM*, u, 7, -2%, 20%, -7%, -0.6%, -2%
> CCc1ccc(OCC(=O)OCC(=O)NC2CCCC(C)C2C)cc1 (stereo unspecified)
  u, x, -21%, 5%, x, 1%[46.1 µM], 16%, 6%, 0.3%, -1%
> COC(=O)c1ccc(COc2cc([N+](=O)[O-])cc3cccnc23)cc1
  14%, -19%, -1%, 7%, 0, 1%, 12%, 1%, 0.3%, -2%
> CCOc1cccc2cc(C(=O)OCC(=O)Nc3c(C)cccc3CC)c(=O)oc12
  u, x, -15%, u, 1, 1%, 3%, -3%, -3.6%, 0%
> CCOC(=O)COc1ccc(S(=O)(=O)NCc2cccnc2)cc1
  0%, -2%, 16%, 5%, 1, 1%, -7%, 6%, 0.0%, 0%
> NNC(=S)NC1CCCCC1
  4%, 19%, -3%, -3%, -4, -1%, 3%, 2%, u, -1%
> O=C(CN(Cc1ccccc1Cl)C(=O)c1csnn1)NCc1ccc(F)cc1
  u, -18%, -19%, 3%, 3, 4%, -1%, 1%, 0.6%, -10%
> COc1cc(OC)c(OC)cc1CN1CCCC(C(=O)c2sccc2C)C1 (stereo unspecified)
  2%, 0%, -35%, -2%, -5, -7%, 5%, 3%, -0.1%, -5%
> CCN(CC)S(=O)(=O)c1ccc(N2CCCC2)c(NC(=O)Cc2ccccc2)c1
  -6%, -5%, -15%, 0%, 5, -1%, -1%, 50%, -0.4%, -4%
> CCOC(=O)C1C2C=CC3(CN(CCc4ccccc4)C(=O)C13)O2 (stereo unspecified)
  0%, 1%, -6%, 5%, 1, -7%[46.1 µM], 9%, 13%, -0.6%, -4%
> C=CCSc1nnc2n(-c3ccccc3OC)c(=O)c3c4c(sc3n12)CCC4
  -6%, -4%, 8%, -18%, 14, -17%, 15%, -2%, -0.9%, -7%

High-throughput results as filed in PubChem.
